Assay outcomes: PubChem BioAssay, several laboratories
RTF Ca sens act = increases calcium sensitivity of human cardiac regulated thin filaments. P19429+P45379. IANBD-labeled TnC RTF fluorescence at EC20 calcium; 0% EC20 calcium, 100% full calcium. activation, % at 7.2 µM. 340,000 compounds, 0.24% hits;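 active = activation above the mean over all tested compounds plus 3 SD, cut at about 30% in these data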;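 also: rise in fluorescence read as greater calcium sensitivity of cardiac thin filaments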
CAL-PDZ inh HTS = inhibitors of human CAL PDZ peptide binding; Q9HD26; purified CAL PDZ, TMR-peptide fluorescence polarization, 1 h; inhibition, % at 24.9 µM; 300,000 compounds, 0.92% hits; AID 602252;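 active = mean inhibition of at least 30% with at least half of replicates also reaching 30%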;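 also: 0% = DMSO neutral control and 100% = excess unlabeled competitor peptide PRC23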
OPRM1-OPRD1 ag = OPRM1-OPRD1 heterodimerization agonism; P35372+P41143; cells, luminescence; activation, % at 9.3 µM; 340,000 compounds, 0.3% hits; AID 504326; in the data active = activation above about 18%;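 also: 0% = vehicle-treated cells and 100% = reference agonist; values of inactives mirror those of a sister screen read the other way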
HTR5A inv ag = counter-screen for OPRM1-OPRD1 inverse agonists: human HTR5A inverse agonism; 340,000 compounds, 0.083% hits; HTR5A cell line, luminescence; P47898; inhibition, % at 9.3 µM; in the data active = inhibition mostly above about 23%, no sharp cut-off; inactive = mostly below about 18%;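 also: 0% = cells with DMSO and 100% = no-cell wells with DMSO; some compounds called inactive have numbers as strong as hits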
Target sequence (P47898 whole entry, looked up): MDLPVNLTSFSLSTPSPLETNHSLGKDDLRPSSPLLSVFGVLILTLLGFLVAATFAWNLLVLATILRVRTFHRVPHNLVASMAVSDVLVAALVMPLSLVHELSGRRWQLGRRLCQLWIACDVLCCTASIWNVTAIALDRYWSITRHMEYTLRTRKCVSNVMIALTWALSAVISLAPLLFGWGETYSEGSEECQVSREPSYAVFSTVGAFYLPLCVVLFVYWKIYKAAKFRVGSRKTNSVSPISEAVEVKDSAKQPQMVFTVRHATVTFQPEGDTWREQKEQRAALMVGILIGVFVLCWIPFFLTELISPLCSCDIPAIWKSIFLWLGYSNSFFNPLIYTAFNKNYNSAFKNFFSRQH
V-ATPase pHluor = regulators of yeast V-ATPase proton transport; S. cerevisiae, pHLuorin cytosolic pH fluorescence; response, % at 10 µM; 350,000 compounds, 0.37% hits; AID 504577; in the data active = response mostly above about 7.3%, no sharp cut-off; inactive = mostly below about 5.4%; also: actives read high; inactives centre near 0; some compounds called inactive have numbers as strong as hits; reference of the scale not given here
Keap1 Nrf2 FP = inhibitors of human Keap1-Nrf2 protein-protein interaction | Q14145 | Keap1 Kelch-Nrf2 peptide fluorescence polarization, 1536-well | inhibition, % at 9.4 µM | 340,000 compounds, 0.15% hits | AID 504523; in the data active = inhibition above about 12%;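 also: human Keap1 Kelch domain with fluorescein labeled Nrf2 9mer peptide probe; 0% = neutral control wells and 100% = peptide positive control; higher means more block of Keap1 binding to Nrf2 peptide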
Target sequence (Q14145 whole entry, looked up, the tested form may be a part): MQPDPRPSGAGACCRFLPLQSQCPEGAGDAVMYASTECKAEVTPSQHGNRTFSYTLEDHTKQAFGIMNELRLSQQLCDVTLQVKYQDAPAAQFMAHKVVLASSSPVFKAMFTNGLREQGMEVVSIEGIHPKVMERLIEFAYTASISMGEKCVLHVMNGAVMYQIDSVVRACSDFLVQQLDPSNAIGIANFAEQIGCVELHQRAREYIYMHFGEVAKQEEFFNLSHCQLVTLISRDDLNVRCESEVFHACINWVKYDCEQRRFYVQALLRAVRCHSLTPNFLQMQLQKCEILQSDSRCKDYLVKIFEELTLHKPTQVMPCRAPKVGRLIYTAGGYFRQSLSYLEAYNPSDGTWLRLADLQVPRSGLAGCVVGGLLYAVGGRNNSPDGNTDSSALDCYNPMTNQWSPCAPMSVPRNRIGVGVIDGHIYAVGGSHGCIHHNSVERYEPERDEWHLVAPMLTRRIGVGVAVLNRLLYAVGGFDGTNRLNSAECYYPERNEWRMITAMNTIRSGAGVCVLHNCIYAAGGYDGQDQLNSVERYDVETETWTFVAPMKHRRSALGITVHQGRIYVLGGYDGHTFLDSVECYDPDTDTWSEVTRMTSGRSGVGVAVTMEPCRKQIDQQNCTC
MOR-DOR inv ag = mu-delta opioid heterodimer inverse agonism; cell-based MOR-DOR heterodimer luminescence; inhibition, % at 9.3 µM; 340,000 compounds, 0.21% hits; in the data active = inhibition above about 22%, passing the limit was not always enough;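 also: 0% = cells with DMSO and 100% = wells without cells with DMSO; values of inactives mirror those of a sister screen read the other way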
HTR5A ag = activates human HTR5A in OPRM1-OPRD1 agonist counter-screen; AID 504692; HTR5A agonist assay, luminescence, cell-based; P47898; activation, % at 9.3 µM; 340,000 compounds, 0.61% hits; in the data active = activation mostly above about 9.5%, no sharp cut-off; inactive = mostly below about 7.6%;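 also: 0% = cells with vehicle only and 100% = reference agonist; strong numbers were not always called active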
LANA DNA inh = blocks KSHV LANA C-terminal domain binding to DNA; MBP-C-LANA/FAM-LBS DNA binding, fluorescence polarization; inhibition, % at 9 µM; 340,000 compounds, 0.078% hits;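 active = highest replicate inhibition at or above 60% at 9 µM, even if other replicates fall short; inactive = all replicates below 60% inhibition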;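 also: 0% = neutral control wells and 100% = 4 µM acridine orange control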
RTF Ca sens inh = cardiac RTF calcium desensitization; IANBD-labeled cardiac RTF, Ca2+ fluorescence; inhibition, % at 7.15 µM; 340,000 compounds, 0.12% hits; AID 493244;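 active = inhibition above the mean inhibition of all tested compounds plus 3 SD, cut at about 17% in these data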;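 also: assay run at fixed EC70 calcium of 1.6 mM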
* hit, by the source's call; · = not tested or not shown.

Every second line gives: RTF Ca sens act, CAL-PDZ inh HTS, OPRM1-OPRD1 ag, HTR5A inv ag, V-ATPase pHluor, Keap1 Nrf2 FP, MOR-DOR inv ag, HTR5A ag, LANA DNA inh, RTF Ca sens inh
#1 Cc1ccc(C(=O)N2CCN(c3ccc(F)cc3)CC2)cc1S(=O)(=O)N1CCCCC1
  5, ·, -0.8, -26, -4, -1, 5, 4, -1.0, -5
#2 COc1ccc(NCc2nnc(SCC(=O)Nc3cccc(C)c3)o2)cc1
  2, -3, -0.8, -11, -2, 2, 4, 2, 0.8, 2
#3 O=C(Nc1ccc(OC(F)(F)F)cc1)C1=NCCN1
  1, -1, -2.7, 10, 1, 0, 15, 3, 2.3, 1
#4 Cc1cc(NC(=O)COc2ccc3ccccc3c2Br)no1
  -1, ·, 2.5, -43, 2, 0, -13, 12*, 0.2, 1
#5 O=C(Cc1ccccc1Cl)N1CCN(c2ccccn2)CC1
  -4, 4, -3.3, -3, -1, -2, 16, 1, -2.1, -2
#6 CN(CC(=O)NC1CCCCCCC1)S(=O)(=O)c1cccc2cccnc12
  3, ·, 0.3, -14, 6, 2, -2, 5, -0.6, -3
#7 Cc1ccccc1CC(=O)NCCN1CCOCC1
  1, -3, -2.0, -1, -1, -3, 10, 0, -1.7, -2
#8 COc1ccc(N2C(=NC(=O)C3CCCO3)SC3CS(=O)(=O)CC32)cc1 (stereo unspecified)
  -3, -1, -1.5, 23, 2, -5, 8, 2, -0.6, -11
#9 Cc1cc(Nc2ccc(Br)cc2F)n2ncnc2n1
  3, 2, -2.3, 4, 1, 4, 11, -2, 0.0, 0
#10 O=C(Cn1ncc2c(=O)oc3ccccc3c21)NCCN1CCN(c2ccccc2F)CC1
  4, 4, -1.1, -12, 5, -5, 6, -2, 0.9, -8
#11 CCOC(=O)N1CCC(Nc2cccc(SC)c2)CC1
  22, -2, 2.6, -1, 1, -4, -16, 0, 0.5, -18
#12 COc1ccc(/C(=C/Nc2cccc(Br)c2)C(C)=O)cc1OC
  -3, -2, 1.0, -2, -1, -5, -5, 1, -0.9, -2
#13 COc1cccc(C(=O)NNC(=O)C(=O)Nc2ccc(OC)cc2OC)c1
  0, 0, -1.5, 10, -2, 4, 9, 1, -1.4, 4
#14 CC(=O)N(CCCN1CCOCC1)Cc1ccncc1
  -4, -2, -1.7, -15, 5, -4, 10, -3, 4.8, -4
#15 O=C1c2cc(Cl)ccc2OC2(CCNCC2)C12CC(c1ccc(Cl)cc1)=NO2 (stereo unspecified)
  -1, 0, 4.5, -19, 3, -2, -25, 2, -1.0, 9
#16 COc1ccc(C2CC(=O)N3CN(c4ccc(C)c(Cl)c4)CSC3=C2C#N)cc1 (stereo unspecified)
  -4, 2, 2.2, 4, 0, -1, -13, 1, 0.4, -2
#17 Cc1cccc(N2CCN(Cc3cc(=O)n4ccsc4n3)CC2)c1C
  8, 1, -0.5, -11, -3, -4, 3, 4, -0.2, -14
#18 Cc1ccc(S(=O)(=O)Nc2ccc(NC(=O)CN3CCCCC3)c(Cl)c2)cc1
  -1, -11, 2.7, -11, 3, -2, -13, -3, 0.0, -4
#19 O=C(N/N=C/c1cccc(Oc2ccccc2)c1)c1cccc(O)c1
  -2, 0, -0.4, -22, -4, -1, 3, -4, 0.9, -4
#20 Cc1ccc(NC(NC(=O)c2cccs2)C(Cl)(Cl)Cl)cc1 (stereo unspecified)
  -7, -4, 4.4, 13, 2, 2, -21, -5, 0.0, -7
#21 Cn1c(N)c(-c2ccccc2)c2ccc([N+](=O)[O-])cc2c1=O
  9, -4, 0.2, 9, -6, -32, -1, -3, -1.0, -24
#22 Cc1ccc(S(=O)(=O)Oc2ccc(/C=N/N=C3/NC(=O)C(CC(=O)O)S3)cc2)cc1[N+](=O)[O-] (stereo unspecified)
  2, 4, -0.9, -15, 2, 2, 5, 3, -0.4, -8
#23 COc1ccc(CNC(=O)C(=O)NCC2OCCCN2S(=O)(=O)c2cccs2)cc1 (stereo unspecified)
  1, -10, -2.7, -13, -1, -3, 15, 2, 1.7, -6
#24 O=P(Nc1ccccc1)(Nc1ccccc1)c1ccccc1
  -4, ·, -2.0, 11, -3, 0, 10, -3, 0.5, -6
#25 COc1ccc(C=O)cc1Cn1ccnc1
  4, ·, -4.6, -13, 0, -3, 23, 3, -0.8, -12
#26 CCOC(=O)CSc1ccc2ccccc2n1
  6, 3, 1.5, -2, -1, -3, -7, 1, -1.1, -13
#27 COC(=O)c1ccccc1NC(=O)Nc1cccnc1
  -7, -2, -1.4, -19, -3, -3, 8, 7, -1.8, -11
#28 C/C(=N\NC(=O)COc1ccc(C)cc1[N+](=O)[O-])c1ccc2c(c1)OCCO2
  -2, -2, -1.0, -6, 1, -2, 5, 3, -4.0, -7
#29 Cn1c(=O)[nH]c(=O)c2c1nc(Br)n2CCCO
  -1, 10, 1.0, -17, -1, 2, -5, -1, 0.2, 0
#30 O=C(CSCc1ccc(Cl)cc1)NCC1CCCO1 (stereo unspecified)
  2, -1, -2.6, 5, -2, 2, 14, -3, -3.2, -6

Other results.
Every second line gives: RTF Ca sens act, CAL-PDZ inh HTS, OPRM1-OPRD1 ag, HTR5A inv ag, V-ATPase pHluor, Keap1 Nrf2 FP, MOR-DOR inv ag, HTR5A ag, LANA DNA inh, RTF Ca sens inh
#31 CSc1nnc(NC(=O)c2cccc(S(=O)(=O)N3CCOCC3)c2)s1
  -2, -5, 0.6, 13, -3, -3, -4, -3, -0.3, -5
#32 Cc1ccc(NC(=O)C2CCN(C(=O)c3ccco3)CC2)cc1C
  -7, 2, -0.4, -5, 2, 1, 3, 2, 0.2, -19
#33 CC1CC(C)CN(CC(O)COCc2ccccc2)C1 (stereo unspecified)
  -2, 3, -1.9, -2, 0, 5, 10, 7, 0.3, -5
#34 COC(=O)Cn1cnc(=O)c(C#N)c1/C=C/N(C)C
  1, -1, 1.1, -9, -5, 4, -6, -1, -0.5, -18
#35 CC(=O)NCc1cc(-c2nn(C)c(=O)c3ccccc23)ccc1C
  -1, -3, -2.5, -4, 1, -7, 15, 2, -0.9, 8
#36 Cc1ccc(OCCCCCCN2CCNCC2)c(Br)c1
  5, ·, 0.3, -10, 0, 2, -2, 3, -2.6, -3
#37 CCOC(=O)c1c(CN2CCC(C)CC2)oc2ccc(OC)cc12
  1, -1, 5.3, -2, 1, -5, -28, 1, 0.0, -7
#38 CC(OC(=O)c1ccc2c(c1)NC(=O)CS2)C(=O)c1ccc(F)cc1 (stereo unspecified)
  -1, ·, 2.1, 3, -1, -2, -11, -1, 0.7, 4
#39 CC(OC(=O)c1ccc2c(=O)n3c(nc2c1)CCCCC3)C(=O)Nc1ccc(Cl)cn1 (stereo unspecified)
  -7, -2, -0.5, -3, -5, -1, 4, 1, 0.3, -2
#40 CC(c1ccccc1)n1cc(C(=O)NCc2ccncc2)nn1 (stereo unspecified)
  4, -2, -2.0, -1, 1, -1, 11, -5, -1.7, -19
#41 Cc1cccc(OCCCn2ccnc2)c1
  1, -5, -2.2, -5, -1, -4, 12, 1, -2.1, 13
#42 COc1cc(NC(=O)N[C@H](C(=O)O)C(C)C)cc(OC)c1
  6, ·, -1.1, -21, ·, -2, 6, -1, 0.0, -10
#43 Cc1ccnc(NC(=O)c2c(-c3ccccc3Cl)noc2C)c1
  -7, 0, -2.1, 18, -1, -2, 14, -7, 1.5, -10
#44 CCOC(=O)CC1(NC(=O)c2cc(COc3ccc(F)c(F)c3)on2)CCCCC1
  -3, -3, -0.1, 17, -3, 2, 1, 2, -0.7, 0
#45 CCc1ccc(NC(=O)NCc2ccccn2)cc1
  -5, -1, -3.5, -17, -1, 1, 18, 1, 0.5, 1
#46 CCNC(=S)N1CCC(C(=O)c2ccc3c(c2)OCCO3)CC1
  -7, ·, -2.0, -1, 0, 0, 10, -2, -0.9, -1
#47 N#CC1(NC(=O)Cn2cc(C(F)(F)F)ccc2=O)CCCC1
  1, -1, -4.5, 0, 0, -1, 17, 3, 0.4, -7

Single values from the entries so far.
Entry of CC(c1ccccc1)n1cc(C(=O)NCc2ccncc2)nn1 (stereo unspecified) in RTF Ca sens inh: -19
Entry of CC1CC(C)CN(CC(O)COCc2ccccc2)C1 (stereo unspecified) in CAL-PDZ inh HTS: 3
Entry of COc1ccc(CNC(=O)C(=O)NCC2OCCCN2S(=O)(=O)c2cccs2)cc1 (stereo unspecified) in V-ATPase pHluor: -1
Entry of Cc1ccc(S(=O)(=O)Oc2ccc(/C=N/N=C3/NC(=O)C(CC(=O)O)S3)cc2)cc1[N+](=O)[O-] (stereo unspecified) in Keap1 Nrf2 FP: 2

Another view of part of the listing above:
31. CSc1nnc(NC(=O)c2cccc(S(=O)(=O)N3CCOCC3)c2)s1
  RTF Ca sens act: -2; CAL-PDZ inh HTS: -5; OPRM1-OPRD1 ag: 0.6; HTR5A inv ag: 13; V-ATPase pHluor: -3; Keap1 Nrf2 FP: -3; MOR-DOR inv ag: -4; HTR5A ag: -3; LANA DNA inh: -0.3; RTF Ca sens inh: -5

32. Cc1ccc(NC(=O)C2CCN(C(=O)c3ccco3)CC2)cc1C
  RTF Ca sens act: -7; CAL-PDZ inh HTS: 2; OPRM1-OPRD1 ag: -0.4; HTR5A inv ag: -5; V-ATPase pHluor: 2; Keap1 Nrf2 FP: 1; MOR-DOR inv ag: 3; HTR5A ag: 2; LANA DNA inh: 0.2; RTF Ca sens inh: -19

33. CC1CC(C)CN(CC(O)COCc2ccccc2)C1 (stereo unspecified)
  RTF Ca sens act: -2; CAL-PDZ inh HTS: 3; OPRM1-OPRD1 ag: -1.9; HTR5A inv ag: -2; V-ATPase pHluor: 0; Keap1 Nrf2 FP: 5; MOR-DOR inv ag: 10; HTR5A ag: 7; LANA DNA inh: 0.3; RTF Ca sens inh: -5

34. COC(=O)Cn1cnc(=O)c(C#N)c1/C=C/N(C)C
  RTF Ca sens act: 1; CAL-PDZ inh HTS: -1; OPRM1-OPRD1 ag: 1.1; HTR5A inv ag: -9; V-ATPase pHluor: -5; Keap1 Nrf2 FP: 4; MOR-DOR inv ag: -6; HTR5A ag: -1; LANA DNA inh: -0.5; RTF Ca sens inh: -18

Record cards, from the list above:
CCOC(=O)CC1(NC(=O)c2cc(COc3ccc(F)c(F)c3)on2)CCCCC1 is entered as RTF Ca sens act = -3; CAL-PDZ inh HTS = -3; OPRM1-OPRD1 ag = -0.1; HTR5A inv ag = 17; V-ATPase pHluor = -3; Keap1 Nrf2 FP = 2; MOR-DOR inv ag = 1; HTR5A ag = 2; LANA DNA inh = -0.7; RTF Ca sens inh = 0
CCc1ccc(NC(=O)NCc2ccccn2)cc1 is entered as RTF Ca sens act = -5; CAL-PDZ inh HTS = -1; OPRM1-OPRD1 ag = -3.5; HTR5A inv ag = -17; V-ATPase pHluor = -1; Keap1 Nrf2 FP = 1; MOR-DOR inv ag = 18; HTR5A ag = 1; LANA DNA inh = 0.5; RTF Ca sens inh = 1
